Compound activity from PubChem.
GC-A act: GC-A (human) enzyme activation. P16066. HEK293 GC-A cells, cGMP TR-FRET, EC30 ANP; 0% at EC30 ANP, 100% saturating ANP. activation, % at 10 µM. actives 0.14% (n = 370,000); in the data active = activation above about 40%
PG9 binder: small molecules binding HIV-1 gp120 antibody PG9; TR-FRET gp120-PG9 antibody binding; actives 0.43% (n = 360,000); inhibition, % at 6.7 µM; in the data active = inhibition above about 8.5%
ssDAF-12 act: S. stercoralis DAF-12 activation, primary screen | HEK293 ssDAF-12/GRIP1 lit1-tk-luc reporter, luminescence; % of 3 µM dafachronic acid response | activation, % at 6.8 µM | actives 1% (n = 370,000);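 active = activation above the mean over all tested compounds plus 3 SD, cut at about 0.9% in these data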;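 also: 0% = DMSO-only wells and 100% = 3 µM delta7-dafachronic acid wells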
hcDAF12 agonist: activates DAF-12 receptor from parasite H. contortus; HEK293 hcDAF-12 lit1-tk-luc reporter, luminescence; 0% DMSO, 100% Δ7-dafachronic acid; activation, % at 6.8 µM; actives 1.4% (n = 370,000); AID 652067;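 active = activation above the mean of all tested compounds plus 3 SD, cut at about 5.5% in these data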;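 also: 100% = response to 3 µM Δ7-dafachronic acid high control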
DAX1 inh-1: inhibits human nuclear receptor DAX1 | P51843 | HEK293 Gal4-DAX1 luciferase reporter, luminescence | inhibition, % at 6.75 µM | actives 0.99% (n = 340,000) | AID 504766;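 active = inhibition above the mean over all tested compounds plus 3 SD, cut at about 4.2% in these data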;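 also: 0% = DAX1-transfected cells with DMSO and 100% = empty-vector control cells with DMSO; inhibition shows as a rise in luminescence from relieved DAX1 repression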
Target sequence (P51843 207-470 limits assumed): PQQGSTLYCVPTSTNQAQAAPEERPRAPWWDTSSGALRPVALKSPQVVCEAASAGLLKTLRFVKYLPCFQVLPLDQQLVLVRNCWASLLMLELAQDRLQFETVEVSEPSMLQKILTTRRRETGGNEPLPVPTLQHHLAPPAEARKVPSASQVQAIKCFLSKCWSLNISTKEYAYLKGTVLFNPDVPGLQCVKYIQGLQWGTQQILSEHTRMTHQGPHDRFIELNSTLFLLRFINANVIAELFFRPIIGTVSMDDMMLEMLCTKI
FXN GAA850 act: increases GAA850 frataxin promoter reporter activity | AID 540364 | actives 0.56% (n = 360,000) | activation, % at 6 µM | HEK293 lucGAA850 FXN promoter luciferase reporter, 24 h; percent of 10 µM SAHA response;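 active = activation above the average of all compounds screened plus 3 SD, cutoff fixed separately per campaign, cut at about 7.5% in these data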;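 also: 0% = DMSO wells and 100% = 10 µM SAHA wells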
SMARCA2 act: SMARCA2 function activation, primary screen | activation, % at 9.1 µM | actives 1% (n = 370,000) | AID 652017 | MG213 cells, MMTV-luciferase reporter, dexamethasone, overnight; in the data active = activation above about 7.8%;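 also: 0% = vehicle wells and 100% = reference activator wells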
DAX1 inh-2: inhibitors of DAX1 repression of SF-1 activated StAR promoter. HEK293T StAR-luciferase reporter, SF-1/DAX-1 repression relief. inhibition, % at 6.8 µM. actives 1.1% (n = 370,000). AID 652010;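 active = inhibition above the mean over all tested compounds plus 3 SD, cut at about 3.6% in these data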;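 also: 0% = DAX-1 cells with DMSO and 100% = cells lacking DAX-1 with DMSO; higher inhibition means more luminescence from relief of DAX-1 repression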
ADAM10 inh: inhibitors of human ADAM10; recombinant ADAM10, EDANS/DABCYL FRET peptide cleavage, 3 h; actives 0.62% (n = 370,000); inhibition, % at 7 µM; AID 720582;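 active = inhibition above a per-campaign cutoff equal to the mean of compounds falling between control-based bounds plus 3 SD, cut at about 20% in these data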;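 also: 0% = DMSO wells while the 100% control is not disclosed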
Target sequence (O14672 214-748 limits assumed): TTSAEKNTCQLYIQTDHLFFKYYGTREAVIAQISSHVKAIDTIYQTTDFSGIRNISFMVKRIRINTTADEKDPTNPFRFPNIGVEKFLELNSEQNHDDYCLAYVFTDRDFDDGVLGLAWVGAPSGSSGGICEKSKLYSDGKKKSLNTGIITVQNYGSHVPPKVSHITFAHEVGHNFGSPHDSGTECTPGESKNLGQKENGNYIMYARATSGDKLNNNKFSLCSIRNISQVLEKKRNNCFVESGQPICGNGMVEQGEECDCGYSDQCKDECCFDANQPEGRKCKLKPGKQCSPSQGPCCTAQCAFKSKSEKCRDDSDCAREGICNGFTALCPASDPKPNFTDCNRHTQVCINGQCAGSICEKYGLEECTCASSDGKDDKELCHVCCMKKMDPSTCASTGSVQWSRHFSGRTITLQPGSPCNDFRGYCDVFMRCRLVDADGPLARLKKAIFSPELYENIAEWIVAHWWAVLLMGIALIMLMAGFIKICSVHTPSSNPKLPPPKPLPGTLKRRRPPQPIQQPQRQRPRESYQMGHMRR
hgDAF12 agonist: agonists of H. glycines DAF-12 nuclear receptor | AID 687014 | activation, % at 6.8 µM | actives 1.8% (n = 370,000) | HEK293 GAL4-hgDAF12 UAS-luciferase reporter, agonist luminescence; normalized to butyrate control;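 active = activation above a cutoff set at the mean of all screened compounds plus 3 SD, cut at about 10% in these data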;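 also: 0% = DMSO wells and 100% = sodium butyrate wells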
ADAM17 inh: inhibitors of human ADAM17. P78536. recombinant ADAM17, EDANS/DABCYL FRET peptide cleavage. inhibition, % at 6.95 µM. actives 0.83% (n = 370,000);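 active = inhibition above the mean of compounds lying between control limits plus 3 SD, set per campaign, cut at about 8.5% in these data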;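 also: 0% = DMSO-only wells as the low control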
* = called active by the depositor; x = not tested or not shown.

No.	SMILES	GC-A act	PG9 binder	ssDAF-12 act	hcDAF12 agonist	DAX1 inh-1	FXN GAA850 act	SMARCA2 act	DAX1 inh-2	ADAM10 inh	hgDAF12 agonist	ADAM17 inh
1	Cc1cc(C(=O)OCC(=O)Nc2c(F)cccc2F)c(C)n1-c1ccccc1	-2	-3.9	-0.8	-0.5	-0.8	0.7	-2	-1.6	1	4.7	2
2	COc1ccccc1/C=C\C(=O)NCC(=O)N/N=C(/C)c1cccc([N+](=O)[O-])c1	5	-2.3	-0.9	-0.9	0.7	0.1	0	0.0	-51	-1.4	-26
3	COc1ccc(NC(=O)C2Cc3c(-c4cccc(C(N)=O)c4)ccnc3O2)cc1OC (stereo not given)	4	0.1	-1.9	-3.5	x	-0.3	-3	-1.9	-8	-1.5	2
4	CCCCN(C(=O)c1cccc(S(=O)(=O)N2CCN(C)CC2)c1)c1c(N)n(CC(C)C)c(=O)[nH]c1=O	1	1.3	-0.9	0.1	0.8	1.7	0	1.7	5	1.8	0
5	Cc1cccc(NC(=O)CCCCCN2C(=O)c3ccccc3C2=O)n1	2	1.2	-0.9	0.5	-1.5	1.2	1	-0.1	5	-0.2	-2
6	CC/C(=N\NC(=O)c1nnn(-c2nonc2N)c1-c1cccs1)c1ccccc1	-7	-1.0	-0.7	2.0	-0.3	0.9	-2	-0.5	-2	1.5	0
7	COc1cccc(-c2nnn(CC(=O)Nc3cc(OC)c(NC(=O)c4ccco4)cc3OC)n2)c1	-6	-1.1	-0.5	1.9	-0.1	-0.8	5	-1.3	10	1.1	2
8	COc1cccc(/C(C)=N/NC(=O)Cc2c(C)[nH][nH]c2=O)c1	-1	-2.4	-0.9	0.1	0.8	0.9	-2	0.3	-8	-1.4	-4
9	COc1ccc(C(=O)N/N=C/c2ccccc2C(=O)O)cc1OC	-1	0.3	-1.7	0.5	0.3	0.5	0	-0.4	-4	0.4	2
10	Cc1ccc(NC2SC(=O)N(Cc3cccc(C(=O)O)c3)C2=O)c(C)c1 (stereo not given)	0	0.2	-1.9	1.3	-1.6	0.9	-1	0.6	-4	-1.2	-6
11	O=C(NCCc1c[nH]c2ccccc12)OCc1cn(Cc2cccc(F)c2F)nn1	-2	x	-1.2	-3.0	x	x	-3	0.9	-1	-0.4	-6
12	O=C(Nc1c2c(nn1-c1ccc([N+](=O)[O-])cc1)CS(=O)(=O)C2)c1ccccc1F	-1	-0.7	-0.9	-2.5	0.7	1.0	-2	0.0	-4	2.8	-3
13	Cc1ccc(S(=O)(=O)N2CCN=C2SCc2ccccc2)cc1	-1	-0.9	-1.6	-1.9	-1.4	2.9	2	0.7	5	0.1	3
14	CCOc1cc(/C=N/NC(=O)CCCC(=O)NC2CCCCC2)ccc1O	0	-0.8	-1.4	0.3	-0.7	2.0	-4	0.4	-12	-2.7	-6
15	CN(C)S(=O)(=O)N1CCN(S(=O)(=O)c2ccccc2)CC1	4	-4.3	-1.5	-0.7	-0.1	-2.1	-4	0.4	8	1.2	0
16	Cc1[nH]c2ccc(C(=O)NCCN3CCCCCC3)cc2c1C	0	0.0	-1.4	-2.2	-1.3	-0.4	-3	-1.0	-11	1.0	-3
17	CCCC(O)(CCN1CCOCC1)c1ccc(Cl)cc1 (stereo not given)	-23	-0.2	-0.7	-1.5	0.8	1.3	-1	0.1	-3	0.0	-2
18	Nc1ccn([C@@H]2O[C@H](COS(=O)(=O)O)[C@@H](O)[C@H]2O)c(=O)n1	3	0.3	-1.1	-1.1	0.2	0.5	1	-0.7	-6	1.0	-5
19	COc1ccc2c(c1)[C@H]1[C@H](CO2)[C@H](c2ccccc2)[C@]2(C)C(=O)Nc3ccc(Br)cc3C(=O)N12	-7	0.8	-0.6	0.7	-0.2	-7.9	2	0.5	7	4.0	5
20	COc1ccc(C2c3c(-c4ccccc4)n[nH]c3C(=O)N2c2ccc(C(=O)O)cc2)cc1 (stereo not given)	-7	0.3	-0.4	3.0	2.3	1.3	-3	-0.6	9	-1.5	4
21	CCOc1ccc(OCCCC(=O)ON=C(N)c2ccccc2Cl)cc1	1	0.7	-1.3	-1.9	0.6	1.0	-5	-1.1	-9	-1.6	2
22	COc1cc(CNS(=O)(=O)c2ccc3c(c2)CC(C)N3C(=O)C2CCC2)cc(OC)c1OC (stereo not given)	0	-1.8	-1.9	-3.0	-3.6	0.7	-2	-7.5	2	-5.4	4
23	COc1ccccc1NC(=O)CCNC(=O)C1CCN(S(=O)(=O)c2ccccc2)CC1	-2	-0.6	-1.3	-0.1	1.0	1.8	-2	-0.1	-1	-1.7	1
24	C=CCOC(=O)C1=C[C@H](c2csc3ccccc23)C[C@H](OCCCCO)O1	-3	0.7	-1.2	-1.0	0.6	3.0	1	0.3	-8	-1.3	-5
25	Cc1cc(NC(=O)c2ccccc2)n(-c2ccccc2)n1	0	0.3	-1.9	-0.8	-0.5	-0.5	3	-0.2	1	-3.0	0

A stretch from further up, for reference:
No.	SMILES	GC-A act	PG9 binder	ssDAF-12 act	hcDAF12 agonist	DAX1 inh-1	FXN GAA850 act	SMARCA2 act	DAX1 inh-2	ADAM10 inh	hgDAF12 agonist	ADAM17 inh
13	Cc1ccc(S(=O)(=O)N2CCN=C2SCc2ccccc2)cc1	-1	-0.9	-1.6	-1.9	-1.4	2.9	2	0.7	5	0.1	3
14	CCOc1cc(/C=N/NC(=O)CCCC(=O)NC2CCCCC2)ccc1O	0	-0.8	-1.4	0.3	-0.7	2.0	-4	0.4	-12	-2.7	-6

Additional compounds follow:
No.	SMILES	GC-A act	PG9 binder	ssDAF-12 act	hcDAF12 agonist	DAX1 inh-1	FXN GAA850 act	SMARCA2 act	DAX1 inh-2	ADAM10 inh	hgDAF12 agonist	ADAM17 inh
26	Nc1nc(NC(=O)c2cccs2)nn1-c1ccccc1	2	-1.3	0.5	3.3	3.6	2.6	3	1.5	3	9.2	-1
27	COC(=O)c1ccc(NC(=O)C2C3C=CC(O3)C2C(=O)O)cc1 (stereo not given)	3	-1.0	-0.9	0.7	0.1	0.2	0	0.9	-1	0.5	-2
28	Cc1cc(N2C(=O)CCC2=O)n(-c2ccccc2)n1	1	1.1	-1.1	-1.8	1.7	-0.1	-2	0.2	-16	2.5	-5
29	CC[C@@]12C(=O)N(c3cccc(Br)c3)C(=O)N1[C@H](c1ccc(Cl)cc1)[C@@H]1C(=O)N(C3CCCCC3)C(=O)[C@@H]12	-11	-1.2	-1.2	1.5	-0.5	11*	2	-0.6	4	1.1	0
30	Nc1nnc(SCC(=O)NCCNC(=O)CSc2nnc(N)s2)s1	1	0.0	-1.1	2.0	0.1	1.5	-4	-0.8	-167	1.6	-5
31	Cc1cc(=O)oc(C)c1C(=O)NC1CC(C)(C)NC(C)(C)C1	1	-1.1	-1.3	-0.9	-0.8	0.8	1	-0.8	0	-2.1	-5
32	Cc1ccc(S(=O)(=O)N2CCC(=O)N(CCOC(=O)Nc3ccc(F)cc3)CC2)cc1	0	1.0	-1.8	-1.4	0.6	6.5	-1	0.9	-6	-0.6	-3
33	O=C(CN1CCOCC1)NNC(=S)Nc1ccc(Cl)cc1	-3	0.1	-2.0	-0.6	-1.4	0.3	0	0.5	5	-0.5	-2
34	Cc1ccc(CN(C(=O)c2c(F)cccc2F)C2CC(C)(C)NC(C)(C)C2)o1	-13	1.3	-0.8	-1.0	2.1	0.1	-5	0.3	-2	1.6	-7
35	NNC(=O)CCN1CCN(Cc2ccccc2)CC1	-2	-0.8	-1.5	-0.5	-0.1	0.4	-2	0.1	0	-2.1	-4
36	COc1cccc(CNC(=O)C2CCN(c3nc(OC)nc(OC)n3)CC2)c1	0	x	-0.9	-2.6	x	x	-7	-0.7	6	0.7	3
37	Cc1cc(Cl)c(S(=O)(=O)NCc2cccnc2)cc1OCC(=O)NC1CCCCC1	-2	2.6	-1.8	0.4	-0.4	0.3	-3	-0.5	1	1.4	-3
38	CCNC(=O)Nc1ccccc1C(=O)OC	1	-0.5	-1.5	0.3	1.1	1.0	-3	0.1	-30	-2.4	-9
39	O=c1c2ccccc2nc(/C=C/c2ccccc2)n1CCCO	-2	-2.9	-1.4	-2.2	0.1	3.4	-2	-0.3	0	-4.3	4
40	Cc1cc(NC(=O)CSc2nnc(-c3ccco3)n2C)no1	-1	0.1	-0.7	-0.8	-0.2	0.1	0	0.8	-12	-0.9	-2
41	Fc1cccc(CNCc2ccc3c(c2)OCO3)c1	-5	-0.7	-1.1	-2.3	-1.1	0.1	-2	0.2	-8	-2.2	-5
42	CS(=O)(=O)c1ccccc1-c1nnc(NC(=O)c2ccc(S(=O)(=O)N3CCCC3)cc2)o1	1	-0.9	-1.1	-0.2	-1.1	1.2	1	1.7	8	0.3	2
43	C[C@H]1CN([C@@H](C)CO)C(=O)Cc2cc(NC(=O)CCC(F)(F)F)ccc2O[C@H]1CN(C)S(=O)(=O)c1ccc(Cl)cc1	1	-0.6	-0.6	0.0	-2.9	-4.3	0	-0.1	5	-2.7	3
44	CCOC(=O)[C@H]1[C@H]2COc3ccc(Cl)cc3[C@@H]2N2C(=O)CN(Cc3ccccc3)C(=O)[C@@]12C	-3	-2.1	-1.0	-1.2	-1.4	-1.7	0	-0.2	2	-1.1	1
45	COc1ccc(/C(C)=N/NC(=O)Cc2cc(=O)[nH][nH]2)cc1OC	4	x	-1.2	-0.5	x	x	-1	-0.2	0	-0.9	0
46	Cc1nn(C(=O)c2cc([N+](=O)[O-])ccc2Cl)c(C)c1Br	10	0.3	-0.9	-1.6	0.7	-1.2	-2	0.4	-6	1.9	-6
47	COc1cccc(-n2c(Cc3cc(=O)[nH]c(=O)[nH]3)nnc2SCC(=O)N2CCC(C)CC2)c1	4	-2.1	-1.1	-0.4	-1.5	-0.4	4	-0.3	-2	1.9	1
48	CC#CC(=O)N1CCC(CCc2ccccc2)(C(=O)OCC)CC1	-2	-1.9	-1.6	-0.1	0.3	0.3	-3	-0.4	-3	-0.3	-4
49	Cc1c(C(=O)Nc2nccs2)sc2nc(-c3cccs3)cc(C(F)(F)F)c12	0	-4.3	1.2*	3.3	0.0	0.9	2	0.7	-122	1.1	-44
50	Cc1cc([N+](=O)[O-])nn1CCCC(=O)Nc1cccnc1Cl	-1	1.0	-0.8	2.7	-0.9	1.6	-3	-0.1	-12	3.1	-6
51	Cc1ncc(CC(=O)n2cc(C(=O)c3cc(Cl)ccc3O)cn2)s1	0	0.9	-1.0	1.0	0.1	0.8	1	-0.3	4	7.4	1
52	Cc1nn(-c2ccccc2)c(C)c1P(=O)(c1ccccc1)N(C)C (stereo not given)	1	-0.1	-1.8	0.4	-0.8	2.9	-2	0.0	-1	0.4	-2
53	CCc1ccc(-n2c(=S)sc3c(=O)n(-c4ccccc4C)c(SCC(=O)O)nc32)cc1	3	0.4	0.6	1.4	-0.6	-1.4	-1	-0.3	10	2.0	2
54	O=C1NC(Cc2ccc(O)cc2)c2nc3ccccc3c(=O)n2-c2cc(Cl)ccc21 (stereo not given)	-7	0.9	-1.2	-0.4	x	x	-2	-0.5	-10	-1.8	2
55	CC(=O)C1=C(O)CCCC1=NCc1nc2ccccc2[nH]1	-4	-0.5	-0.9	0.2	0.7	-2.2	-4	0.1	-6	-1.2	-6
56	COc1ccc(/C(C)=N/NC(=O)CNC(=O)c2cccnc2)cc1OC	4	-1.9	-1.2	0.1	-0.5	3.2	4	-0.1	5	0.0	-1
